Screening results: PubChem, National Center for Advancing Translational Sciences (NCATS)
PI5P4K alpha inh: PI5P4K alpha (human) kinase inhibition | 330,000 compounds, 1.2% hits | max response, % | PI5P4Kalpha enzyme, ADP-Glo luminescence, 60 min; active compounds read low | P48426; active = max response of -50% or lower; inconclusive = between -30% and -50%; inactive = -30% or higher; also: value at the top dose of about 77 µM; % is scaled to controls: 0 for no effect and ±100 for the full control effect
Target sequence (P48426 whole entry, looked up): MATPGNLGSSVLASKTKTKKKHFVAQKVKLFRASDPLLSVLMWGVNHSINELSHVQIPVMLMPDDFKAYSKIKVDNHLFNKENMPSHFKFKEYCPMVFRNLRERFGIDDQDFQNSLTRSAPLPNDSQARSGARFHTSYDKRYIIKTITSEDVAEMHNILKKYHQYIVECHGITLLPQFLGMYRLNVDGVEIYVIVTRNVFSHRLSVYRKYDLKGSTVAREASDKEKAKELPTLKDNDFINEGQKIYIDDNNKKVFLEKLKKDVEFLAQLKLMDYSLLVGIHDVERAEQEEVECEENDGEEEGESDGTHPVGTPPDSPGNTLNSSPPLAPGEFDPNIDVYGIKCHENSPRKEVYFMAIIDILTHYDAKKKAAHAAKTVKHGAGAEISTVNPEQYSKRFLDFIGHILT
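Controls without substrate or without enzyme flank wells where PI5P4Kalpha converts substrate using 5 microM ATP (final). Incubation lasts 60 minutes at room temperature; ADP formed is read by ADP-Glo luminescence.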
WRN helicase inh: WRN helicase (human) inhibition; 360,000 compounds, 0.46% hits; WRN helicase unwinding, fluorescent forked duplex, kinetic; Q14191; AID 651768; Potency, µM (titrated, usually from 114 µM), inactives show at the top dose activity change, negative = inhibition, most hits filed as inhibitors; also: potency is read from the fitted curve at half-maximal effect; % is scaled to controls: 0 for no effect and ±100 for the full control effect; nearly all actives have a fitted effect of over 55% in size
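Fluorescence dequenching readout, ex 525 nm/em 598 nm, kinetic mode: forked duplex DNA (100 nM final) with adjacent fluorophore and quencher unwound by WRN (20 nM final) with 2 mM ATP. Compound preincubation 15 min, room temperature.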
Mm-Cpn inhibitor: inhibitors of Methanococcus maripaludis chaperonin (MmCpn). 330,000 compounds, 0.031% hits. AID 504842. purified Mm-Cpn ATPase, ADP Transcreener TR-FRET. Potency, µM (top dose mostly 76.9 µM), for inactives: at the highest dose activity, negative = inhibition, most hits filed as inhibitors; also: potency is read from the fitted curve at half-maximal effect; % is scaled to controls: 0 for no effect and ±100 for the full control effect; nearly all actives have a fitted effect of over 80% in size
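25 nM Mm-CPN + cpd, 10 min 37°C; + 10 uM ATP, 30 min 37°C; buffer 30 mM Tris pH 7.4, 100 mM KCl, 5 mM MgCl2, 1 mM DTT; Transcreener ADP HTRF detection 30 min RT.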
CCT modulator: modulators of cytosolic chaperonin (CCT/TRiC) activity | purified chaperonin ATPase assay, HTRF ADP detection, 30 min | activity change, % (no concentration beside the values), hits read low | 360,000 compounds, 0.3% hits | AID 651819; in the data active = activity change below about -30%; also: % is scaled to controls: 0 for no effect and ±100 for the full control effect
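ATPase activity: ADP formed was measured by HTRF Transcreener (665/615 nm ratio) after 30 min at 37 deg C with 10 uM ATP. Compounds screened at one 76 uM concentration against 40 or 20 nM TRiC in Tris pH 7.4/KCl/MgCl2/DTT buffer.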
EPAC1 antagonist: antagonists of human EPAC1; O95398; EPAC1 GEF assay, Rap1b-BODIPY-GDP exchange fluorescence; Potency, µM (titrated, usually from 115 µM), for the others: at the top dose activity change, negative = inhibition, hits mostly inhibitors; 360,000 compounds, 0.14% hits;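 also: potency is read from the fitted curve at half-maximal effect; plate controls were vehicle for no effect and positive control for full effect; nearly all actives have a fitted effect of over 50% in size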
PLK1 PBD inh: blocks phosphopeptide binding to human PLK1 polo-box domain; P53350; Plk1 PBD binding of FITC phosphopeptide, fluorescence polarization; Potency, µM, for inactives: max response, negative = inhibition, usual class: inhibitors; 360,000 compounds, 2.8% hits; also: potency is read from the fitted curve at half-maximal effect; series mostly up to about 57 µM; % is scaled to controls: 0 for no effect and ±100 for the full control effect; nearly all actives have a fitted effect of over 65% in size
Target sequence (P53350 whole entry, looked up, the tested form may be a part): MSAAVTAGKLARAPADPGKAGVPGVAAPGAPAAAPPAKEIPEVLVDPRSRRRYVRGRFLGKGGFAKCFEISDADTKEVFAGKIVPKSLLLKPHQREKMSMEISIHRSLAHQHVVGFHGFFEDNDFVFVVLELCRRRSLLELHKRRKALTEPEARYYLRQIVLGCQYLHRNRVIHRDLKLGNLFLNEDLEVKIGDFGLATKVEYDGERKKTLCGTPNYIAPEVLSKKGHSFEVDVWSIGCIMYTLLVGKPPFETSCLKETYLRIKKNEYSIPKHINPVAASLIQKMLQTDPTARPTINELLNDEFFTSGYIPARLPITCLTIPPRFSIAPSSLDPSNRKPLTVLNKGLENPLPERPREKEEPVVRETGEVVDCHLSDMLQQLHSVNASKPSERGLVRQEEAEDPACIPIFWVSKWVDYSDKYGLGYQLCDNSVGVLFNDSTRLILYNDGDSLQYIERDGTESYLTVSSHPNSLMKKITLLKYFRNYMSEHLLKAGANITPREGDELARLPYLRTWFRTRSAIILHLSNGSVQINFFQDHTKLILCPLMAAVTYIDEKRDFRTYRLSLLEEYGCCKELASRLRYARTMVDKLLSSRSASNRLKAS
EPAC1 ag: activates human EPAC1 exchange factor. EPAC1 agonist qHTS, biochemical assay; response scale: 100% = response to 6.5 mM cAMP. Potency, µM (titrated, usually from 154 µM), without a hit: at the highest dose activation, usual class: activators. 360,000 compounds, 0.073% hits; also: potency is read from the fitted curve at half-maximal effect; nearly all actives have a fitted effect of over 60% in size
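EPAC1 100 nM, Rap1B–BODIPY-GDP 250 nM, unlabeled GDP 50 uM; compound titration; 5 min RT; kinetic read ex480/em540 at 5-min intervals ×30 min; data normalized to 6.5 mM cAMP agonist control.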
EPAC2 antagonist: EPAC2 (human) antagonism | AID 720708 | 360,000 compounds, 0.18% hits | EPAC2 GEF exchange of Rap1B-BODIPY-GDP, fluorescence | Q8WZA2 | Potency, µM (top dose mostly 114 µM), for inactives: top-dose activity, negative = inhibition, usual class: inhibitors; also: potency is read from the fitted curve at half-maximal effect; % is scaled to controls: 0 for no effect and ±100 for the full control effect; nearly all actives have a fitted effect of over 45% in size; many of its hits are not listed in these tables
Numbers without * were called inactive; ? = inconclusive; . = not tested or not shown; [ ] = another dose, or the depositor's remark. Unless noted, calls follow the shape of the dose curve; as a rule, active = well fitted curve in the direction sought with a large enough effect; inconclusive = small, poorly fitted or top-dose-only effect, or another doubt; inactive = no such curve, though single readings can be large; an effect the other way counts as inactive or inconclusive. The list is partial. The share of hits here may be higher or lower than overall.

Compound,WRN helicase inh,EPAC2 antagonist,EPAC1 antagonist,PI5P4K alpha inh,PLK1 PBD inh,CCT modulator,EPAC1 ag,Mm-Cpn inhibitor
CCOC(=O)/C(C#N)=C1/C=CN(C)C(C)=N1,-7%[57.1 µM],11%,7%,.,-3%,-1.3,-2%,1%
CN(Cc1cccs1)c1nc(-c2cccnc2)nc2ccccc12,-17%,-9%,?,-2,-11%,-0.8,17%,-5%
CCCn1nnc(NC(=O)c2ccccc2Br)n1,0%,4%,2%,.,-1%,0.3,-4%,-1%
Cc1ccc(-c2nc(Nc3ccc(O)cc3)c3ccccc3n2)cc1,-14%,-15%,-15%,4,5%,-2.3,10%,1%
CN(C)Cc1ccc(CNC(=O)COc2ccc3ccccc3c2)cc1,-1%,12%,-3%,-4,-11%,-0.3,2%,0%
OCC1(O)OC[C@@H](O)[C@H]1O (some centres not stated),-3%,-15%,-9%,3,-8%,-0.4,-1%,3%
COc1ccc(Cl)cc1C(=O)CSc1nnnn1C,-8%,-12%,-1%,0,3%,1.4,15%,2%
CCSc1nc2ccccc2c(=O)n1Cc1ccc(F)cc1,-2%,?,-20%,1,-27%,2.2,5%,2%
O=S(=O)(NCCN1CCCC1)c1ccc(Cl)cc1,-4%,4%,-1%,-2,7%,-4.4,-1%,2%
O=C(OC(C(=O)NCc1ccc2c(c1)OCO2)c1ccc(Cl)cc1)c1ccco1 (configuration not stated),-7%,-4%,-5%,0,-5%,0.3,2%,1%
Cn1c(SCC(=O)NCC2CCCO2)nc2c(c1=O)SCC2 (configuration not stated),-23%,2%,4%,5,0%,0.6,3%,1%
CN(C)c1ccc(S(=O)(=O)NCC(=O)NCCOc2ccccc2F)cc1[N+](=O)[O-],7%,-6%,-27%,-12,?,0.5,-1%,0%
COC(=O)CSc1cc(C(F)(F)F)nc(-c2ccccn2)n1,6%,11%,0%,-3,0%,-0.3,-6%,0%
COC(=O)COc1ccc(S(=O)(=O)N2CCN(c3ccccc3F)CC2)cc1,-1%,-3%,4%,9,1%,0.3,6%,?
CCCC(=O)NCCc1nc2ccccc2n1CCC,7%,11%,25%,-7,4%,0.0,1%,0%
O=C(NCc1ccco1)c1cccc(S(=O)(=O)N2CCc3ccccc32)c1,-11%,0%,-22%,2,-13%,0.1,8%,2%
CCCC(C(=O)NC(C)(C)C)N(C(=O)c1snc(C(N)=O)c1N)c1ccc2c(c1)OCCO2 (configuration not stated),3%,3%,19%,6,-7%,-3.1,-8%,1%
O=C(N/N=C1\CCc2ccccc21)c1ccccc1Cl,-2%,6%,10%,-3,-16%,-3.1,7%,1%
CCN(CC)CCCCNc1ncc2cc(-c3cc(OC)cc(OC)c3)c(NC(=O)NC(C)(C)C)nc2n1,5%,-15%,-4%,-1,-8%,0.3,-4%,1%
Cc1ccc(C)c(NC(=S)N2CCN(S(=O)(=O)c3ccccc3)CC2)c1,-13%,-3%,-14%,2,-1%,1.2,-27%,1%
O=C(C(=O)N1CCc2ccccc2C1)c1cn(CC(=O)N2CCCC2)c2ccccc12,3%,7%,-19%,2,-8%,-6.8,4%,0%
Cc1nc(Cl)sc1C(=O)Nc1ccccc1,4%,-11%,-20%,3,-8%,-2.3,7%,5%
COc1ccc(S(=O)(=O)N(C)C[C@@H]2Oc3ccc(NS(=O)(=O)c4cn(C)cn4)cc3C(=O)N([C@@H](C)CO)C[C@@H]2C)cc1,5%,0%,-5%,-6,-6%,-1.5,-14%,1%
COc1ccc(Cc2nc3c4c(ncn3n2)Oc2ccc3ccccc3c2C4c2ccc(OC)c(OC)c2)cc1 (configuration not stated),1%,3%,-18%,-1,-11%,-0.7,12%,0%
O=C(CCc1ccccc1)NNC(=O)CCc1ccccc1,5%,-5%,-16%,0,2%,-6.8,-1%,2%

Other compounds follow:
Compound,WRN helicase inh,EPAC2 antagonist,EPAC1 antagonist,PI5P4K alpha inh,PLK1 PBD inh,CCT modulator,EPAC1 ag,Mm-Cpn inhibitor
CC(C)(C)C(=O)CC1(O)C(=O)N(Cc2ccc(Cl)cc2)c2ccccc21 (configuration not stated),-11%,?,?,2,-3%,2.2,-2%,0%
C[C@H](CO)N1C[C@H](C)[C@@H](CN(C)C(=O)c2cccc(F)c2)Oc2cc(-c3cncnc3)ccc2S1(=O)=O,4%,15%,12%,-1,-2%,-0.6,-13%,.
CCc1ccc(-c2nc(CCl)cs2)cc1,-30%[57.1 µM],-2%,-1%,6,-5%,-1.9,13%,-1%
COc1ccc(CNC(=O)CN(CC2CCCO2)C(=O)CNS(=O)(=O)c2ccccc2)cc1 (configuration not stated),-1%,2%,0%,-3,-3%,1.1,16%,-2%
O=C(NCc1ccccn1)C1CCN(S(=O)(=O)c2cnc[nH]2)CC1,-22%,5%,0%,-5,-4%,-1.6,0%,0%
COc1ccc2cc(/C=C3\SC(=S)NC3=O)c(N3CCOCC3)nc2c1,-7%[11.6 µM],?,?,-62*,?,-1.4,-5%,0%
CN(C)CC(CCC(CN(C)C)C(O)(c1ccccc1)c1ccccc1)C(O)(c1ccccc1)c1ccccc1 (configuration not stated),3%[57.1 µM],2%,15%,-4,-18%,-1.5,10%,4%
CCOC(=O)CN1C(=O)S/C(=C/c2ccc(OCc3ccc(C(=O)O)cc3)cc2)C1=O,-8%,3%,7%,-3,?,0.4,10%,1%
C[C@@H]1CN([C@H](C)CO)C(=O)c2cc(NC(=O)Cc3ccccc3)ccc2O[C@H]1CN(C)Cc1ccc(Oc2ccccc2)cc1,-9%,-14%,-15%,13,1%,1.0,-2%,-3%
Cc1ccc(Cl)cc1NC(=O)CSC(N)=O,?,17%,10%,0,?,0.8,-4%,1%
Cc1ccc2nc(C(Cl)(Cl)Cl)nc(N/N=C/c3ccncc3)c2c1,-5%,-13%,4%,7,-12%,2.0,6%,?
O=C(CSc1nnc(NC(=O)c2ccc(F)cc2F)s1)NC1CC1,-30%,-1%,2%,2,-6%,-0.3,4%,1%
COc1ccc(CCNC(=O)Cn2cccc2C(=O)c2ccccc2)c(OC)c1,-1%,-3%,2%,-12,3%,-2.3,-4%,-3%
O=C(CNc1ccc(Br)cc1)c1ccc(O)cc1,-29%,0%,-12%,-22,?,-0.3,-2%,0%
COc1ccc(S(N)(=O)=O)cc1C(=O)OCCCOC(=O)c1cc(S(N)(=O)=O)ccc1OC,0%,2%,-20%,-2,6%,0.5,-1%,0%
C=CCC1=C/C(=C\c2c(N)n3nc(CC(=O)N4CCCC4)sc3nc2=O)C=C(OC)C1=O,2%,-7%,?,-1,-15%,-1.8,-7%,-1%
O=C1CC(C(F)(F)C(F)(F)C(F)(F)F)=Nc2ccccc2N1,0%,1%,-3%,1,0%,2.7,-16%,0%
CCn1c(CC(=O)Nc2ccc(C)cc2)nnc1SCC(=O)N1CCN(c2ccccc2)CC1,-4%,2%,1%,-4,-5%,-1.8,5%,1%
CCc1ccc(N(C(C)=O)C2C=CS(=O)(=O)C2)cc1 (configuration not stated),-2%,19%,15%,.,-7%,0.6,6%,2%
O=C1C2CCCN2C(=S)N1Cc1ccccc1 (configuration not stated),5%,5%,0%,-5,-15%,-3.5,2%,-1%
O=C(NCCC1=CCCCC1)NC12CC3CC(CC(C3)C1)C2,0%,-1%,-7%,0,-8%,-1.0,-4%,-5%
COc1ccc(NC(=O)C(c2ccccc2)N(C)C(=O)c2cnccn2)cc1 (configuration not stated),-2%,-11%,-5%,7,?,-1.8,-1%,2%
COc1cc2ncnc(NCc3cccc(F)c3F)c2cc1OC,-1%,2%,8%,-15,-7%,-2.2,-1%,1%
Cc1cc(Cl)cc(C)c1OCCOCCNCc1ccccc1,0%,-2%,-2%,9,-7%,-0.6,9%,-5%
COCCSc1nnc(-c2cccc(C#N)c2)n1C,-7%,-9%,-8%,.,-5%,-1.3,2%,-1%

More entries.
Compound,WRN helicase inh,EPAC2 antagonist,EPAC1 antagonist,PI5P4K alpha inh,PLK1 PBD inh,CCT modulator,EPAC1 ag,Mm-Cpn inhibitor
O=S1(=O)CCOC[C@H](c2ccccc2)N1Cc1ccccc1,3%,2%,-24%,3,-5%,-0.8,-5%,1%
CCN(CC)c1nc2c(c(=O)n(C)c(=O)n2C)n1CC(=O)c1ccccc1,-24%,13%,11%,3,4%,0.9,-7%,0%
COc1cccc(-c2nnc(NC(=O)c3ccc(S(=O)(=O)N4CCOCC4)cc3)o2)c1,3%,0%,3%,-13,1%,1.0,4%,-6%
Cc1ccc(CSCC(=O)N/N=C/c2ccc(OCC(=O)Nc3ccc(C)cc3)cc2)cc1,?,0%,-12%,10,-21%,-0.8,-10%,0%
Cc1oc(C(C)(C)C)cc1C(=O)Nc1cccc(/C=C/C(=O)O)c1,-3%,-2%,-9%,2,-8%,-0.1,-5%,2%
CCOc1ccc(NC(=O)CN(C)C(=O)c2ccc3c(c2)C(=O)N(CCC(C)C)C3=O)cc1OCC,-15%,-9%,15%,-3,2%,0.5,-18%,-2%
O=C(CCNC(=O)Cn1ccc2ccccc2c1=O)NCc1ccc(F)cc1Cl,-6%,0%,-1%,3,-4%,-5.6,5%,2%
CCC(Oc1ccccc1)C(=O)Nc1nnc(S(=O)(=O)N2CCCC2)s1 (configuration not stated),2%,-1%,-9%,-3,-4%,0.2,-10%,-2%
Cc1cc(NS(=O)(=O)c2ccc(NC(=O)Nc3cccc(Cl)c3)cc2)no1,-15%,-1%,2%,-14,-18%,-4.1,-3%,-3%
O=S(=O)(c1cccc2nonc12)N1CCCCCC1,1%,-6%,-26%,1,-2%,2.0,-10%,0%
COc1ccccc1C(=O)Nc1nc2cc3c(cc2s1)OCO3,-5%,4%,-18%,0,-17%,1.8,8%,-2%
O=C(CN1C(=O)c2ccccc2C1=O)NCCc1c[nH]c2ccc(Cl)cc12,6%,-8%,-21%,5,2%,2.7,4%,0%
CCN(C(=O)CSc1cccc[n+]1[O-])c1ccccc1,8%,7%,11%,-6,5%,0.5,12%,0%
O=S(=O)(NCC(c1ccc2c(c1)OCO2)N1CCOCC1)c1ccc(Br)cc1 (configuration not stated),1%,-7%,-4%,4,1%,-0.5,-7%,2%
